SARS 3CLpro inh: SARS-CoV 3CLpro protease inhibitors, primary screen, biochemical, quenched FRET; recombinant SARS-CoV 3CLpro, quenched FRET peptide cleavage; inhibition, % at 6 µM; Replicase polyprotein 1ab (Severe acute respiratory syndrome coronavirus), P0C6X7; actives 0.14% (n = 290,000); in the data active = inhibition above about 12%
Vc quorum ag: inducers of Vibrio cholerae quorum light production without autoinducers, primary screen, BH1578 luxS cqsA deficient, single point; V. cholerae BH1578 lux reporter, luminescence, 6 h; activation, % at 18.7 µM; actives 0.16% (n = 350,000); AID 588436, 2011; in the data active = activation mostly above about 9.7%, no sharp cut-off; inconclusive = no clear call, values can overlap the other calls; inactive = mostly below about 3.7%; also: not every result past the cut was called active; inactives centre near 0; reference of the scale not given here
TcdB inh: TcdB glycohydrolase inhibitors, primary screen, biochemical, single point, plate reader | actives 0.24% (n = 350,000) | inhibition, % at 9.99 µM | TcdB glycohydrolase enzymatic assay | Toxin B (Clostridioides difficile), P18177 | AID 652162, 2013; in the data active = inhibition above about 10%
SSB-PriA inh: inhibitors of Klebsiella pneumoniae PriA binding to SSB C-terminal tail, primary screen, biochemical, AlphaScreen; PriA–SSB C-terminal tail interaction (Klebsiella pneumoniae); inhibition, % at 33 µM; actives 0.6% (n = 430,000); AlphaScreen SSBct-PriA binding, biotinylated peptide; in the data active = inhibition mostly above about 37%, no sharp cut-off; inactive = mostly below about 20%;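 also: plate controls were negative control peptide for no effect and reference peptide for full effect; strong numbers were not always called active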
VHR inh abs: VHR1 phosphatase inhibitors, primary screen, biochemical, absorbance, uHTS | Dual specificity protein phosphatase 3 (Homo sapiens), P51452 | recombinant VHR phosphatase, pNPP absorbance | inhibition, % at 13.3 µM | actives 0.52% (n = 290,000) | AID 1654, 2009; in the data active = inhibition above about 50%; also: some compounds called inactive have numbers as strong as hits
Target sequence (P51452 whole entry, looked up): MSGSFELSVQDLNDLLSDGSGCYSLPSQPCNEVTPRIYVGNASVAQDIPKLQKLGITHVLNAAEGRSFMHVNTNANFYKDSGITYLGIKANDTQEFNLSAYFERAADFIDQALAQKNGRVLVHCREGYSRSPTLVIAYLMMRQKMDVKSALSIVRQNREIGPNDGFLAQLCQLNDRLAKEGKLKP
BoNT-A LC inh2: BoNT/A light chain protease inhibitors, primary screen, biochemical, flow cytometry, MLPCN library | Botulinum neurotoxin type A light chain protease (Clostridium botulinum A str. ATCC 3502) | multiplex microsphere protease substrate cleavage | inhibition, % at 10 µM | actives 0.17% (n = 360,000); also: plate controls were buffer without enzyme for full effect and enzyme alone for no effect
PfHsp40 yeast: rescue of yeast from PfHsp40 toxicity, primary screen, S. cerevisiae, ATP luminescence. S. cerevisiae expressing PfHsp40, growth rescue. growth rescue, % at 12.5 µM. actives 0.68% (n = 340,000). AID 504582, 2011; in the data active = growth rescue above about 28%, passing the limit was not always enough; inconclusive = no clear call, values can overlap the other calls;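 also: yeast W303a lacking pdr1 and pdr3 grown in galactose medium; growth measured after three days at 30 °C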
Anthrax LF prot: Bacillus anthracis LF protease inhibitors, primary screen, biochemical, multiplex microsphere, MLPCN library | Lethal factor (Bacillus anthracis), P15917 | multiplex microsphere protease cleavage assay | inhibition, % at 10 µM | actives 0.12% (n = 360,000); also: plate controls were buffer without enzyme for full effect and enzyme alone for no effect
Target sequence (P15917 whole entry, looked up): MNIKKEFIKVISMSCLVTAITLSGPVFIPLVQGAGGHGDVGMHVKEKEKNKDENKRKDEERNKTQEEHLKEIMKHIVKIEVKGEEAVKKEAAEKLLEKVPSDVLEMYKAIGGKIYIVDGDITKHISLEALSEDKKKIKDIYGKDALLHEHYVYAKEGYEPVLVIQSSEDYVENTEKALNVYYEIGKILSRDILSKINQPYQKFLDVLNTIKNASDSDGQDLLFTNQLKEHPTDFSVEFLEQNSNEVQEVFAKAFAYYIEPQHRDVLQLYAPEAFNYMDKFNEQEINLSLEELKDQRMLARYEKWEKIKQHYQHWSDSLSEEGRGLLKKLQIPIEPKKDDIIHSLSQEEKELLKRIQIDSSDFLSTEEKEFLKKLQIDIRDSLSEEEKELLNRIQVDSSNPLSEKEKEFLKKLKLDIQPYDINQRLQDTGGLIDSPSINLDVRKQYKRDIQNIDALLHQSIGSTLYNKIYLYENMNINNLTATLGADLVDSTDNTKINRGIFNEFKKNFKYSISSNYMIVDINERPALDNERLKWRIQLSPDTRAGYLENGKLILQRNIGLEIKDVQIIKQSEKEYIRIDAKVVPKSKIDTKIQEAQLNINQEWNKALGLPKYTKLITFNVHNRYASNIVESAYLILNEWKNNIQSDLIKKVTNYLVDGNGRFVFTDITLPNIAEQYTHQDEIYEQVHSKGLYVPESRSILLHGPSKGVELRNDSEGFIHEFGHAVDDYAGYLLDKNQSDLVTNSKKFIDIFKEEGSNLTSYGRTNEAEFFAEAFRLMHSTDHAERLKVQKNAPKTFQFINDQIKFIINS
Y pestis TopoI: Yersinia pestis topoisomerase I inhibitors, primary screen, biochemical, cleavage product accumulation, plate reader, single point; DNA topoisomerase I (Yersinia pestis CO92); Y. pestis Topo-I cleavage product accumulation; activity, % at 10 µM; actives 0.064% (n = 360,000); AID 504884, 2011; in the data active = activity above about 50%, passing the limit was not always enough; inconclusive = no clear call, values can overlap the other calls; also: inactives centre near 2
CCHF vOTU inh: CCHFV vOTU protease inhibitors, primary screen, biochemical, Pep-AMC substrate, fluorescence; AID 651958, 2012; actives 0.55% (n = 370,000); inhibition, % at 11.5 µM; Crimean-Congo hemorrhagic fever virus L polyprotein viral ovarian tumor (vOTU) protease …; in the data active = inhibition above about 30%; also: 0% = vehicle wells with enzyme and 100% = no enzyme wells
Active calls of the source: *; i = inactive; ? = inconclusive; · = not tested or not shown. Rule as the data show it, unless noted: active = inhibition above about 30%; inconclusive = no clear call, values can overlap the other calls; inactive = below that. This is a subset; rates above refer to the full screens.

SMILES	SARS 3CLpro inh	Vc quorum ag	TcdB inh	SSB-PriA inh	VHR inh abs	BoNT-A LC inh2	PfHsp40 yeast	Anthrax LF prot	Y pestis TopoI	CCHF vOTU inh
COC(=O)c1cccc(-n2[nH]nnc2=S)c1	1	0.6	·	-6	2	-0.2	-0.8	2	1	-5
N#C/C(=C\c1cn(Cc2ccccc2F)c2ccccc12)C(=O)NCc1ccco1	0	-0.4	·	-3	30	-0.5	0.5	-2	83*	-4
CC(=O)c1cc(C#N)c(N(C)Cc2ccccc2)nc1C	1	i	2.9	-34	2	-0.5	-1.5	-2	12	4
COc1ccccc1CCNC(=O)C(=O)NCC1OCCN1S(=O)(=O)c1cc(F)ccc1F (configuration not stated)	0	-0.4	1.1	-2	2	-0.1	1.7	-2	8	-8
O=C(Cn1ncn2nc(-c3ccccc3)cc2c1=O)NCc1ccccn1	-7	-0.4	1.9	-5	14	0.4	-0.5	0	1	-15
Cc1ccc(C(c2nnnn2C2CCCC2)N2CCN(c3nc4ccccc4s3)CC2)cc1 (configuration not stated)	4	-1.0	·	-9	·	-0.7	0.3	-1	6	8
COc1cc(C(=O)NNC(=O)CCOc2ccccc2)cc(OC)c1OC	·	1.9	0.7	-8	·	0.0	-0.5	7	-4	-7
Cc1sc2ncnc(SCC(=O)NC3CCCC3)c2c1C	-1	2.0	-0.5	-12	-3	0.7	0.4	-5	1	-4
CCC(CC)Nc1ccc(C(CC(N)=O)NC(=O)Cc2ccc(Br)cc2)cc1[N+](=O)[O-] (configuration not stated)	·	i	1.2	-1	7	-0.5	-0.6	-4	10	-13
O=S(=O)(c1cccc(C(F)(F)F)c1)N1CCC(O)(c2cccnc2)CC1	-4	-0.2	·	-6	18	0.4	-1.0	-5	6	7
Cc1cc(NC(=O)CN2CCCCC2C)no1 (configuration not stated)	2	i	·	-22	7	-0.7	-2.1	2	-4	-10
CC(=O)N(CN1C(=O)c2ccccc2C1=O)c1cccc(C)c1	0	i	·	-11	21	-0.7	-0.5	0	1	-1
CC(C)CNC(=O)C1(C)CCCCCN1C(=O)c1csnn1 (configuration not stated)	·	i	0.1	·	·	0.4	·	2	3	6
Cn1c(SCC(=O)NC2CCCCC2)nnc1-c1ccccn1	0	-0.1	-1.4	-17	-6	2.9	-1.9	-4	11	-9
COc1cccc(N(C(=O)Cn2nnc(-c3cccs3)n2)C(C(=O)NC2CCCCC2)c2ccncc2)c1 (configuration not stated)	-3	-0.3	·	-5	1	-2.3	0.0	-9	0	3

Fetched by structure from above:
SMILES	SARS 3CLpro inh	Vc quorum ag	TcdB inh	SSB-PriA inh	VHR inh abs	BoNT-A LC inh2	PfHsp40 yeast	Anthrax LF prot	Y pestis TopoI	CCHF vOTU inh
CC(=O)N(CN1C(=O)c2ccccc2C1=O)c1cccc(C)c1	0	i	·	-11	21	-0.7	-0.5	0	1	-1
Cc1sc2ncnc(SCC(=O)NC3CCCC3)c2c1C	-1	2.0	-0.5	-12	-3	0.7	0.4	-5	1	-4
Cc1ccc(C(c2nnnn2C2CCCC2)N2CCN(c3nc4ccccc4s3)CC2)cc1 (configuration not stated)	4	-1.0	·	-9	·	-0.7	0.3	-1	6	8

Returning to the listing; the 7 compounds before the break are reprinted first.
SMILES	SARS 3CLpro inh	Vc quorum ag	TcdB inh	SSB-PriA inh	VHR inh abs	BoNT-A LC inh2	PfHsp40 yeast	Anthrax LF prot	Y pestis TopoI	CCHF vOTU inh
CCC(CC)Nc1ccc(C(CC(N)=O)NC(=O)Cc2ccc(Br)cc2)cc1[N+](=O)[O-] (configuration not stated)	·	i	1.2	-1	7	-0.5	-0.6	-4	10	-13
O=S(=O)(c1cccc(C(F)(F)F)c1)N1CCC(O)(c2cccnc2)CC1	-4	-0.2	·	-6	18	0.4	-1.0	-5	6	7
Cc1cc(NC(=O)CN2CCCCC2C)no1 (configuration not stated)	2	i	·	-22	7	-0.7	-2.1	2	-4	-10
CC(=O)N(CN1C(=O)c2ccccc2C1=O)c1cccc(C)c1	0	i	·	-11	21	-0.7	-0.5	0	1	-1
CC(C)CNC(=O)C1(C)CCCCCN1C(=O)c1csnn1 (configuration not stated)	·	i	0.1	·	·	0.4	·	2	3	6
Cn1c(SCC(=O)NC2CCCCC2)nnc1-c1ccccn1	0	-0.1	-1.4	-17	-6	2.9	-1.9	-4	11	-9
COc1cccc(N(C(=O)Cn2nnc(-c3cccs3)n2)C(C(=O)NC2CCCCC2)c2ccncc2)c1 (configuration not stated)	-3	-0.3	·	-5	1	-2.3	0.0	-9	0	3
O=C(O)CCCC(=O)Nc1ccc(-n2ccc(C(F)(F)F)n2)cc1	0	-0.6	1.1	-3	19	?	-0.5	4	4	-10
CCC(C)NC(=O)CCC(=O)NNc1nc2ccccc2c2nc(C)nn12 (configuration not stated)	-3	i	-0.9	5	-8	-0.5	0.1	-2	-9	-10
Clc1ccc(-c2nnc(C3CCCCC3)o2)cc1	-4	i	·	-15	-19	2.0	-2.1	2	5	-4
CCCCc1c(C)nc2cc(-c3ccco3)[nH]n2c1=O	3	-0.3	-0.4	-16	24	1.3	-0.5	-7	0	0
O=C(O)c1cc([N+](=O)[O-])ccc1N1CCC(Cc2ccccc2)CC1	1	-0.1	-2.0	1	35	0.2	-0.1	-2	-6	8
CCCOc1ccc(CNC(=O)Cc2cccs2)cc1	4	-0.3	-2.6	1	-7	-1.0	-1.5	-16	8	-7
Cc1cc(Nc2ccccc2C(=O)O)nc2nc3ccccc3c(=O)n12	2	-12	·	-17	-8	-1.2	-0.1	-15	5	-8
COc1ccc(S(=O)(=O)N2CCN(CC(=O)c3[nH]c(C)c(C(C)=O)c3C)CC2)cc1OC	·	-1.8	0.0	-12	·	-0.1	-0.4	-5	8	6
CN(c1ccccc1C(N)=O)S(=O)(=O)c1ccccc1	0	i	·	-12	16	-0.4	0.3	-2	-1	0
Cc1ccc(N2C(=O)NC(=O)/C(=C/c3cnn(-c4ccc(C)cc4)c3)C2=O)cc1	5	i	·	-2	2	-0.3	0.1	0	-1	-23
C/C(=N/Oc1nc(C)cc(C)n1)c1ccc(F)cc1	4	i	·	·	15	-0.5	1.9	-2	0	-2
COc1cc(-c2cc3nc(NCCc4ccncc4)ccn3n2)cc(OC)c1OC	·	i	1.0	·	·	-0.1	·	-11	14	-5
Cc1ccc(-n2nc(C)c3c(C)c(CCC(=O)O)c(C)nc32)cc1	8	i	6.7	-4	7	-0.1	0.7	-8	-9	-25
N#Cc1c(N2CCOCC2)nsc1-c1ccccc1	3	-0.4	-0.2	-15	27	-0.5	-2.3	-6	3	3
C=C1CSc2nc(=O)c3c(C)c(C)sc3n21	1	-0.5	·	-4	4	-0.4	-0.5	-1	-3	16
COc1ccc(NC(=O)C2(C)Cc3c(-c4ccc(N(C)C)cc4)ccnc3O2)cc1OC (configuration not stated)	·	0.7	-2.5	·	·	-0.6	·	-2	24	6
CCc1ccc(NP(=O)(Oc2ccccc2F)Oc2ccccc2F)cc1	7	-0.8	-2.6	-3	2	-0.8	43*	-2	36	9
CC(C)OCCCNC(=O)Cn1ccc2cc(S(=O)(=O)N3CCCCCC3)ccc21	2	-0.3	3.4	1	4	-0.7	1.9	-4	-6	-13
O=C(c1ccc(CNS(=O)(=O)c2ccccc2)cc1)N1CCC2(CC1)OCCO2	-4	-0.4	·	-5	12	-0.6	-0.1	1	3	8
O=C(N[C@@H](Cc1ccccc1)C(=O)O)c1cccs1	5	0.1	-0.9	-3	7	0.2	0.8	0	-7	0
COc1ccc(/C(C)=N/OC/C(O)=C(\C#N)c2nc3ccccc3[nH]2)c(OC)c1	2	i	0.8	·	23	-0.2	-0.2	1	-5	9
N#C/C(=C(/O)c1ccc([N+](=O)[O-])cc1)c1nnc2n1CCCCC2	2	-0.4	0.9	-9	17	0.4	-1.6	-10	4	-4
COc1cc(C(=O)NC(=S)Nc2ccc([N+](=O)[O-])cc2C)cc(OC)c1OC	5	-0.2	-1.7	-6	8	-0.2	0.8	-2	4	-9
O=c1[nH][nH]c2c1[C@H](c1ccc(Cl)cc1)O[C@H](C1CCCC1)C2	·	·	-0.4	·	·	0.1	·	5	·	10
Cc1nn(-c2ccccc2)c(N2CCCC2)c1/C=N/NC(=O)c1cc(-c2ccccc2)nc2ccccc12	0	i	1.0	i	30	0.0	1.1	1	7	6
CN(C)/C=C/C(=O)C(Cl)(Cl)Cl	-3	-0.5	0.3	-3	8	0.0	0.0	0	4	-10
Cc1cc(C)nc(Sc2c(C)n[nH]c2C)n1	-3	i	-0.7	4	-8	0.1	0.6	0	5	-12
Cc1ccc(N2C(=O)CC(N3CCN(C4CCc5ccccc5C4)CC3)C2=O)cc1 (configuration not stated)	-3	i	·	-11	30	0.1	0.6	2	-1	-6
CCOC(=O)[C@]12CCC=C1N(Cc1ccccc1)C(=O)[C@H](CC(=O)NCc1cccs1)C2	·	·	0.6	·	·	-0.3	·	3	·	8
Cc1ccc(N2C(=O)C(O)(C(F)(F)F)C3=C2CC(C)(C)CC3=O)cc1C (configuration not stated)	5	-0.4	0.0	-1	28	-0.9	-0.3	-4	4	·
COc1ccc(-n2c(C)cc(C(=O)CN3CCC(C)CC3)c2C)cc1	1	i	0.2	4	-1	-0.8	-1.0	-5	9	-4
O=C(Cc1cnc2ncnn2c1)N1CCc2c([nH]c3ccccc23)C1c1ccccn1 (configuration not stated)	0	i	3.9	0	34	0.3	-0.9	-8	6	8
COC(=O)C1=C(c2c(C)noc2C)C[C@@H]2CC[C@H]1N2C(=O)NC1CCCCC1	·	i	0.2	-7	·	0.0	-0.8	-3	-5	-7
Cn1c(=O)n(C)c2cc(C(=O)c3ccccc3)ccc21	-3	0.1	·	16	22	2.5	-0.2	5	6	0
O=C(CCCn1nnnc1CN1CCOCC1)N1CCC(c2ccccc2F)C1 (configuration not stated)	6	-0.5	2.3	-3	13	-2.4	0.8	0	0	-12
Cc1[nH]c(C)c(S(=O)(=O)N(Cc2ccccc2)C(C)C)c1C(=O)N1CCCC1	1	-0.2	0.9	-10	7	-1.6	-1.9	-2	-11	5
CCCC(C(=O)NC(C)(C)CC)N(Cc1ccco1)C(=O)CNS(=O)(=O)c1ccccc1 (configuration not stated)	-2	i	1.1	0	58*	-5.4	2.5	2	21	1
CS(=O)(=O)c1ccc(Cl)c(C(=O)NCC2CCCCC2)c1	1	-1.2	0.1	-10	-18	-0.9	0.3	16	-5	-11
Cc1cnc(C(=O)N2CCCC(C(=O)c3ccc(Cl)cc3C)C2)cn1 (configuration not stated)	-1	4.2	-1.0	-5	26	0.4	2.0	1	-7	-3
